NF-kB neuron act = activators of NF-kB expression in neurons, primary screen, cell-based, HTS; fold change at 12.5 µM; AID 1239, 2008; hit rate 1.6% among 190,000; human neuronal cells, NF-kB reporter expression; active compounds read high; in the data active means fold change above about 3.3
DTT redox prof = compounds producing H2O2 with reducing agent – biochemical, NIH compound library profiling, artefact control for MLSCN library redox annotation, primary screen | activation, % at 10 µM | DTT-dependent redox cycling H2O2, phenol red/HRP absorbance; 100% = 100 µM peroxide control, 0% = buffer | hit rate 0.03% among 200,000 | AID 878, 2007;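 active means activation of at least 50% relative to the plate's high and low controls in the primary single-dose screen; inactive means activation below 50%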;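 further: compound incubated with DTT at 0.8 mM final as the reducing agent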
Hsp70 activator = Hsp70 transcriptional activators, primary screen, cell-based, HeLa, Hsp70 promoter luciferase, luminescence, 10 µM. AID 1203, 2008. HeLa Hsp70 promoter luciferase reporter; scaled: vehicle 0, proteasome-inhibitor control 100%. hit rate 0.04% among 200,000. activation, % at 10 µM;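 active means activation above the mean across all tested compounds plus 3 SD, cutoff set per campaign, cut at about 5.5% in these data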;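 further: 100% = MG132 at 30 µM as the positive control and 0% = DMSO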
APP 5'UTR act = activators of APP 5'UTR luciferase reporter, primary screen, SH-SY5Y cells. hit rate 1% among 190,000. AID 1276, 2008. activation, % at 2 µM. SH-SY5Y APP 5'UTR luciferase reporter, luminescence; zero percent = DMSO vehicle wells;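 active means activation above a set limit, based on mean plus 3 SD of controls, cut at about 140% in these data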; further: values of inactives mirror those of a sister screen read the other way
STAT1 activator = STAT1 signaling activators, primary screen, cell-based, HTS, luciferase reporter; hit rate 2.6% among 200,000; activation (% of control), % at 5.5 µM; NIH 3T3 STAT1-luciferase reporter, IFN-gamma, luminescence; 100% = IFN-gamma alone, no compound;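 active means activation above the screen-wide mean activation plus 3 SD, cut at about 130% in these data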;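 further: raw ratio to IFN-gamma control signal so 100% means no change and 0% no light; values of inactives mirror those of a sister screen read the other way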
STAT3 blocker = IL-6 driven STAT3 reporter inhibitors, primary screen, U3A cells, luciferase, luminescence, MLSCN library; inhibition, % at 5.5 µM; IL-6 STAT3-luciferase reporter; host cell line lacks STAT1; hit rate 0.89% among 190,000; AID 862, 2007;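 active means inhibition above the mean inhibition across all screened compounds plus 3 SD, cut at about 44% in these data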;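 further: 0% = DMSO only wells and 100% = 100 µM nifuroxazide control wells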
STAT1 blocker = STAT1 signaling inhibitors, primary screen, cell-based, HTS, luciferase reporter; NIH 3T3 STAT1-luciferase reporter, IFN-gamma, luminescence; hit rate 0.35% among 200,000; inhibition, % at 5.5 µM; AID 920, 2007;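 active means inhibition above a set limit, the mean inhibition across all tested compounds plus 3 SD, cut at about 34% in these data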;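 further: 0% = IFN-gamma with DMSO and 100% = IFN-gamma with 300 µM nifuroxazide; values of inactives mirror those of a sister screen read the other way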
TLR4 MyD88 comp = inhibitors of TLR4-MyD88 association in cells, primary screen, cell-based, HeLa CL3-4, BLA complementation, FRET ratio | Toll-like receptor 4 (Homo sapiens) + Myeloid differentiation primary response protein … | HeLa CL3-4 TLR4/MyD88 BLA complementation | inhibition, % at 8.4 µM | hit rate 0.18% among 200,000; in the data active means inhibition above about 25%;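 further: 0% = vehicle and 100% = reference inhibitor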
Target sequence (O00206 whole entry, looked up): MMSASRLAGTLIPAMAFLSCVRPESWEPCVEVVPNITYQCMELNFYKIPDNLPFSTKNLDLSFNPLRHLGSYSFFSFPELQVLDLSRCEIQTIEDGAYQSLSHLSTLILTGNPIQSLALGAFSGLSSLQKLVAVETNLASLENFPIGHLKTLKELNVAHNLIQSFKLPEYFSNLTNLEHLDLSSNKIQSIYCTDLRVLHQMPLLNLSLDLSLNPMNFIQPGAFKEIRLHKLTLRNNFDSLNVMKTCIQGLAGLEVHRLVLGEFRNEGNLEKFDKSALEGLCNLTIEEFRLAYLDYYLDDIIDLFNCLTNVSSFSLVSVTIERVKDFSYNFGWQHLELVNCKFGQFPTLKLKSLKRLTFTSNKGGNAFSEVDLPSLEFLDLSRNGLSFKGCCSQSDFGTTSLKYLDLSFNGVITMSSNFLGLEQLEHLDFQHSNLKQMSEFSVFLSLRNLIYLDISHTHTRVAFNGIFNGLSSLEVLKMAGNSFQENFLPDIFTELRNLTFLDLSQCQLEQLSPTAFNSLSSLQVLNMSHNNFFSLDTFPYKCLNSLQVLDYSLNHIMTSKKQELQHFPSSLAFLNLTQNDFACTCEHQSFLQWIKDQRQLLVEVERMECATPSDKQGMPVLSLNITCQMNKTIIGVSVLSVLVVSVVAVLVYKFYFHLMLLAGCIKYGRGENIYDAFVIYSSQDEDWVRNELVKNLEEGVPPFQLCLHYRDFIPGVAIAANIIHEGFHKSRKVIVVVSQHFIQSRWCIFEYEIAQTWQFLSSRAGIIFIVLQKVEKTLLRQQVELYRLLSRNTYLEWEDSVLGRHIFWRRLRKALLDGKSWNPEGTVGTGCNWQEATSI
Target sequence (Q99836 whole entry, looked up): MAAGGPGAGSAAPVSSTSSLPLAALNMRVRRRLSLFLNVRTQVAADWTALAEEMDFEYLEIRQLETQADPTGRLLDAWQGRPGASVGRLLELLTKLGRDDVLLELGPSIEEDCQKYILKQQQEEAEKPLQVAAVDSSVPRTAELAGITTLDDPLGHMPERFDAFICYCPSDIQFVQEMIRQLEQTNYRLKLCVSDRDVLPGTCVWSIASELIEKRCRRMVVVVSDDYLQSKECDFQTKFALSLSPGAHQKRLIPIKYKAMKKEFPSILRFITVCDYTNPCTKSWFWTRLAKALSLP
HMGR II inh = inhibitors of E. faecalis class II HMGR, primary screen, biochemical, Enterococcus faecalis. HMG-CoA reductase (Enterococcus faecalis, mvaE). purified E. faecalis HMGR, NADPH absorbance 340 nm kinetic. inhibition, % at 10 µM. hit rate 0.41% among 190,000. AID 1066, 2008;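 active means inhibition above a set limit, the median over all tested compounds plus 3 SD, cut at about 9.5% in these data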;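 further: enzyme runs in reverse so mevalonate oxidation gives rising NADPH absorbance; 0% = complete reaction with DMSO and 100% = background rate lacking mevalonate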
STAT3 activator = IL-6 driven STAT3 reporter potentiators, primary screen, U3A cells, luciferase, luminescence, MLSCN library | IL-6 STAT3-luciferase reporter; 100% = signal with IL-6 EC80 alone | activation (% of control), % at 5.6 µM | hit rate 0.91% among 190,000;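 active means activation above the screen-wide mean of compound activation plus 3 SD, cut at about 130% in these data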;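 further: 0% = background luminescence of wells with medium and substrate only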
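Material: STAT3-luciferase reporter U3A cells; Probe or stimulus: IL-6 (33 ng/mL); Incubation: compound pre-incubation 1 h before IL-6, then 6 h stimulation at 37 °C; Technique: luminescence from STAT3-driven luciferase reporter; Evaluation: % activation versus median of IL-6-stimulated wells; Controls: IL-6-only high control.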
* marks the source's active call; other numbers are inactive results.

1	CCc1ccc2ncc(C(=O)c3ccccc3)c(N3CCOCC3)c2c1
2	Cc1cc(C)c2nc(C(F)(F)F)nc(N3CC(C)OC(C)C3)c2c1 (configuration not stated)
3	O=C(CCn1c(=O)oc2ccccc21)N1CCOCC1
4	CC1CCCCC1NC(=O)c1nn(C)c(=O)c2ccccc12 (configuration not stated)
5	CCOC(=O)c1cc(CC)sc1N
6	C(=N\c1nc2ccccc2n1CCN1CCCCC1)/c1cccs1
7	Cc1nc2ncnn2c(C)c1CCC(=O)N1CCc2ccccc2C1
8	O=C(NCc1ccco1)c1ccc(Cl)c(S(=O)(=O)Nc2ccccc2)c1
assay / compound,1,2,3,4,5,6,7,8
NF-kB neuron act,0.65,1.1,1.1,1.1,1.3,1.5,1.1,0.87
DTT redox prof,-2.0,-0.5,-0.1,2.1,-0.4,2.6,2.6,0.0
Hsp70 activator,-0.1,0.1,-0.2,0.3,0.0,0.0,-0.2,0.2
APP 5'UTR act,-7,-8,-2,-5,-4,4,-3,-9
STAT1 activator,91,96,99,100,91,100,104,95
STAT3 blocker,-10,9,0,13,1,-21,2,12
STAT1 blocker,9,3,1,0,9,0,-4,3
TLR4 MyD88 comp,0,-5,5,-1,-4,7,11,2
HMGR II inh,1,0,0,-5,-8,-4,0,-3
STAT3 activator,110,95,104,93,105,124,100,94

9	CC(=O)c1ccc(NC(=O)CN2CCC(NC(=O)C3CCCCC3)CC2)cc1
10	COCCn1cnc2c1c(=O)n(CC(=O)OCC#N)c(=O)n2Cc1ccccc1
11	Cc1ccc(S(=O)(=O)c2cnc(-c3ccccc3)nc2N2CCN(C)CC2)cc1
12	Clc1ccccc1CN1CCN(/N=C/C=C\c2ccco2)CC1
13	CCN1CCN(c2cc3c(nn2)Oc2ccccc2N3C)CC1
14	Cc1occc1C(=O)NC1CCCCCC1
15	O=C(NC(=S)Nc1ccc(N2CCOCC2)cc1)c1cccc([N+](=O)[O-])c1
16	Clc1ccccc1OCCN1CCCCC1
assay / compound,9,10,11,12,13,14,15,16
NF-kB neuron act,1.3,1.3,0.89,1.8,2.2,1.2,1.1,1.1
DTT redox prof,-0.5,-0.1,-0.9,-0.4,-0.1,2.3,-0.1,-0.1
Hsp70 activator,0.0,-0.4,0.1,0.2,0.2,-0.4,-0.2,-0.3
APP 5'UTR act,5,-6,8,16,37,10,-11,-4
STAT1 activator,105,93,105,110,127,112,101,105
STAT3 blocker,-7,-2,-8,-10,11,-17,12,6
STAT1 blocker,-8,8,-7,-13,-29,-14,-1,-5
TLR4 MyD88 comp,-5,-11,-9,11,-1,0,-8,-2
HMGR II inh,0,-4,1,-4,-10,-2,-3,3
STAT3 activator,108,106,111,110,98,116,93,98

17	O=C1c2ccccc2C(=O)N1CN(C(=O)COc1ccccc1)c1ccccc1
18	Cn1cccc1Cc1nnc(SCC(=O)N2CCCCCC2)n1-c1ccc(F)cc1
19	CCN=C1SC(CC(=O)NCC)C(=O)N1CC (configuration not stated)
20	C[n+]1cccc(C(=O)NNC(=O)C23CC4CC(CC(C4)C2)C3)c1
21	CCC(=O)c1cc(F)c(N2CCN(C(=O)c3ccco3)CC2)cc1C
22	Cc1ccc(SCCC(=O)Nc2ccccc2C(=O)NC(C)C)cc1
23	Cc1cc(N2C(=O)CCC2=O)ccc1NC(=O)c1cccs1
24	O=C(c1ccco1)N1CCC(c2nc(-c3ccc(F)cc3)no2)CC1
assay / compound,17,18,19,20,21,22,23,24
NF-kB neuron act,1.2,1,0.94,1.5,1.1,1.1,1,1
DTT redox prof,-7.8,-1.6,0.1,-1.1,-0.3,-0.2,0.4,0.2
Hsp70 activator,-0.4,-0.2,-0.1,-0.3,-0.4,-0.1,-0.5,0.2
APP 5'UTR act,6,4,0,-15,9,2,14,-9
STAT1 activator,94,100,106,103,95,100,99,89
STAT3 blocker,-2,8,-7,7,1,-8,-6,2
STAT1 blocker,6,0,-7,-5,3,0,1,4
TLR4 MyD88 comp,-2,7,-5,13,-8,-4,6,-2
HMGR II inh,-1,-7,0,-1,-10,3,-4,-2
STAT3 activator,108,97,103,97,98,105,106,100

5 entries picked at random from the list so far:
20	C[n+]1cccc(C(=O)NNC(=O)C23CC4CC(CC(C4)C2)C3)c1
18	Cn1cccc1Cc1nnc(SCC(=O)N2CCCCCC2)n1-c1ccc(F)cc1
17	O=C1c2ccccc2C(=O)N1CN(C(=O)COc1ccccc1)c1ccccc1
21	CCC(=O)c1cc(F)c(N2CCN(C(=O)c3ccco3)CC2)cc1C
22	Cc1ccc(SCCC(=O)Nc2ccccc2C(=O)NC(C)C)cc1
assay / compound,20,18,17,21,22
NF-kB neuron act,1.5,1,1.2,1.1,1.1
DTT redox prof,-1.1,-1.6,-7.8,-0.3,-0.2
Hsp70 activator,-0.3,-0.2,-0.4,-0.4,-0.1
APP 5'UTR act,-15,4,6,9,2
STAT1 activator,103,100,94,95,100
STAT3 blocker,7,8,-2,1,-8
STAT1 blocker,-5,0,6,3,0
TLR4 MyD88 comp,13,7,-2,-8,-4
HMGR II inh,-1,-7,-1,-10,3
STAT3 activator,97,97,108,98,105

More results follow.
25	Fc1ccc(-n2c(Cc3ccccc3)nnc2SCc2nc(-c3cccs3)no2)cc1
26	CN(C)/C=N/c1ncnc2c1cnn2-c1ccc(C(F)(F)F)cn1
27	CC(=O)N/C(=C\c1ccccc1)C(=O)OCC(=O)NC1CCCC1
28	CCOC(=O)N1CCN(CC(O)c2ccccc2)CC1 (configuration not stated)
29	C/C(Cc1ccccc1)=N\NC(=O)c1ccc(F)cc1
30	O=C(NC1CCSC1=O)c1ccc(Oc2ccc(F)cc2)nc1 (configuration not stated)
31	CCOC(=O)c1cc(-c2ccc(N3CCOCC3)cc2)nn1-c1ccccc1
32	CCN(CC)C(=O)CSc1ncnc2c(-c3cccs3)nsc12
assay / compound,25,26,27,28,29,30,31,32
NF-kB neuron act,0.79,1.1,1.1,1.2,1.3,1.4,0.88,1.8
DTT redox prof,1.5,0.8,0.0,-1.3,0.2,0.6,-0.3,-8.0
Hsp70 activator,-0.4,-0.5,-0.2,-0.1,-0.2,-0.3,-0.2,-0.1
APP 5'UTR act,14,0,3,-8,24,4,-6,13
STAT1 activator,100,124,91,100,108,97,96,120
STAT3 blocker,8,3,7,-7,-4,0,5,-17
STAT1 blocker,0,-26,10,1,-8,4,5,-22
TLR4 MyD88 comp,-5,15,1,-5,4,7,-2,-4
HMGR II inh,-3,-1,-2,3,0,0,-6,3
STAT3 activator,97,101,90,106,103,101,99,120

33	COc1ccc(-c2cc(-c3ccc(O)cc3)nc(N)c2C#N)cc1OC
34	O=[N+]([O-])c1ccc(N2CCN(S(=O)(=O)c3ccc(Cl)cc3)CC2)cc1NCC1CCCO1 (configuration not stated)
35	O=C(NCCCO)/C(=C\c1ccco1)NC(=O)c1ccc(Br)o1
36	CC(C)(C)OC(=O)N1CCC2(CC1)C(C#N)=C(N)OC1=C2C(=O)CCC1
37	COc1ccccc1NC(=O)C1=C(C)NC(=O)NC1c1cccc(OC)c1OC (configuration not stated)
38	NC(=O)C1(N2CCCCC2)CCN(C(=O)c2ccc(-n3cnnn3)cc2)CC1
39	Cc1cc(C)nc(N2CCCC(C(=O)NCc3ccccc3F)C2)n1 (configuration not stated)
40	CN(C)CCC=C1c2ccccc2CCc2ccccc21
assay / compound,33,34,35,36,37,38,39,40
NF-kB neuron act,0.96,1,1.1,1,1.4,1.2,0.97,1.1
DTT redox prof,0.4,3.5,-0.6,-0.2,1.5,-5.4,-0.5,-1.0
Hsp70 activator,-0.2,-0.2,-0.3,-0.2,-0.3,-0.2,-0.1,-0.2
APP 5'UTR act,6,-11,7,-6,-5,-6,1,-6
STAT1 activator,80,104,87,101,99,100,95,104
STAT3 blocker,18,2,11,13,-6,0,6,9
STAT1 blocker,21,-4,14,-2,2,0,5,-5
TLR4 MyD88 comp,8,0,-9,6,3,10,3,-9
HMGR II inh,-5,-5,-5,-3,-3,-6,-1,-9
STAT3 activator,89,103,91,98,108,103,100,94

41	COc1ccc(NC2SC(=O)N(CC(=O)O)C2=O)cc1 (configuration not stated)
42	O=C(Nc1ccc(Cl)cc1)/C(=C/c1cccc(O)c1)c1nc2ccccc2s1
43	O=C(O)CCN1CCOCC1
44	CC(NC(=O)c1cccnc1)C(=O)O (configuration not stated)
45	Cc1ccc(C(=O)COC(=O)CCc2nc3ccccc3[nH]c2=O)cc1C
46	Cc1ccc(C2NC(C(=O)O)CS2)cc1 (configuration not stated)
47	COc1ccccc1NC(=O)C1CCCN(S(=O)(=O)c2cnc[nH]2)C1 (configuration not stated)
48	COCCN(C(=O)CSc1nnc(-c2ccccc2C)n1C)c1c(N)n(Cc2ccccc2)c(=O)[nH]c1=O
assay / compound,41,42,43,44,45,46,47,48
NF-kB neuron act,1,0.99,1.2,1.2,1,1.2,1,1
DTT redox prof,0.0,-0.4,1.9,0.9,-0.5,-0.3,-2.2,0.5
Hsp70 activator,0.1,-0.2,-0.4,0.0,-0.1,0.1,-0.4,-0.1
APP 5'UTR act,9,-30,-1,12,9,14,0,-7
STAT1 activator,102,83,105,96,94,106,98,99
STAT3 blocker,6,-1,-2,12,11,9,1,-2
STAT1 blocker,-2,20,-6,2,6,-8,2,2
TLR4 MyD88 comp,6,-2,8,4,-12,3,10,-21
HMGR II inh,-3,1,-2,-1,-2,-2,1,3
STAT3 activator,99,103,107,96,93,95,103,109

49	CC(C)N=C1NN=C(c2ccc(F)cc2)CS1
50	O=C(Nc1nnc(CCc2ccccc2)s1)C1CCCO1 (configuration not stated)
51	COc1ccc(/C=C/C(=O)Nc2ccc(-n3nncc3-c3ccccc3)cc2)cc1OC
52	Cc1ccc(S(=O)(=O)CC(=O)c2cc(C)c(O)c(C)c2)cc1
53	N#CC1(c2ccccc2)CCCN1C(=O)c1ccc(Br)o1 (configuration not stated)
54	O=C(Nc1nc2ccccc2[nH]1)C1CC1
55	CCSc1nnc(NC(=O)C2Cc3ccccc3CN2S(=O)(=O)CC)s1 (configuration not stated)
assay / compound,49,50,51,52,53,54,55
NF-kB neuron act,3.5*,1.4,1.2,1.1,0.87,0.94,1.1
DTT redox prof,-0.2,0.4,0.2,-2.2,3.4,-0.1,0.1
Hsp70 activator,-0.3,0.1,-0.3,0.0,-0.6,0.6,-0.4
APP 5'UTR act,136*,9,-4,13,4,10,-1
STAT1 activator,102,109,92,96,95,124,120
STAT3 blocker,28,2,8,11,0,3,10
STAT1 blocker,-4,-10,9,3,5,-27,-22
TLR4 MyD88 comp,-15,-3,-4,-8,9,13,8
HMGR II inh,-3,-1,-5,1,0,-9,-2
STAT3 activator,82,102,92,93,103,104,93

Source: PubChem BioAssay
